Screening data deposited in PubChem BioAssay by Sanford-Burnham Center for Chemical Genomics.
A3G deaminase = APOBEC3G DNA deaminase inhibitors, primary screen, biochemical, fluorescence, single-stranded DNA substrate, uHTS; recombinant A3G, ssDNA deamination FAM/TAMRA fluorescence; DNA dC->dU-editing enzyme APOBEC-3G (Homo sapiens), Q9HC16; 330,000 tested, 0.28% active; AID 493012, 2011; inhibition, % at 20 µM;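 active = inhibition of at least 40% at 20 µM, with no more than 30% in the related APOBEC3A deaminase screen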;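 note: plate controls were DMSO wells with A3G for no effect and wells lacking A3G enzyme for full effect; some compounds called inactive have numbers as strong as hits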
Target sequence (Q9HC16 whole entry, looked up): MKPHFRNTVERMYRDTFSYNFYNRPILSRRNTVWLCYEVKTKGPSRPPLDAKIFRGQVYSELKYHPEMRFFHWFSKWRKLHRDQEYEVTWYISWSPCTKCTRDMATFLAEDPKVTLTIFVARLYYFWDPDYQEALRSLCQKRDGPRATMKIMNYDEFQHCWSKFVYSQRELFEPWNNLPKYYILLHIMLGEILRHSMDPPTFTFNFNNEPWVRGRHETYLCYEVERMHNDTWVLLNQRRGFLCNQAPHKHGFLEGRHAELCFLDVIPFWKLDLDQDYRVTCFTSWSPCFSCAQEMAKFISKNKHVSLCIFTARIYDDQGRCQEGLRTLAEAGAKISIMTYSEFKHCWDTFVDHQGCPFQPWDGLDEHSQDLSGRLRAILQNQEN
APOBEC3A inh = APOBEC3A ssDNA deaminase inhibitors, primary screen, selectivity assay for APOBEC3G inhibitor project, biochemical, FAM/TAMRA oligo cleavage fluorescence. recombinant A3A, FAM/TAMRA ssDNA deamination fluorescence. inhibition, % at 20 µM. 330,000 tested, 0.41% active. AID 493011, 2011;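 active = at least 40% inhibition at 20 µM here, with at most 30% in a related deaminase screen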;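 note: plate controls were A3A with DMSO for no effect and wells lacking A3A enzyme for full effect; some results filed as inactive read as strong as hits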
Target sequence (P31941 whole entry, looked up): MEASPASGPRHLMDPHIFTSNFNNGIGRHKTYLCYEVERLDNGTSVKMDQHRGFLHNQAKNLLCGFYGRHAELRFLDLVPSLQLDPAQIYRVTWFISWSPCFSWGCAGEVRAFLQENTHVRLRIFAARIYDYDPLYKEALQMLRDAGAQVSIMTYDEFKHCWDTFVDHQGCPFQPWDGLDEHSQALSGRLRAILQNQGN
MPTP block = mitochondrial permeability transition pore inhibitors, primary screen, biochemical, isolated mouse mitochondria, absorbance; Ca2+ swelling absorbance, 30 min; inhibition, % at 10 µM; 360,000 tested, 1.4% active; AID 602449, 2012;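 active = inhibition of 50% or more, scaled per plate between neutral and stimulator controls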;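 note: 0% = DMSO wells given calcium and 100% = 1 mM EGTA wells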
hIAP inh = human IAP inhibitors, primary screen, biochemical, luminescence, uHTS; purified IAP, CDP-Star luminescence, 30 min; inhibition, % at 10 µM; 330,000 tested, 0.12% active; Intestinal-type alkaline phosphatase (Homo sapiens), P09923;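 active = inhibition reaching a set limit with compound at 10 µM in the primary screen, cut at about 35% in these data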;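 note: plate controls were DMSO wells with enzyme for no effect and no-enzyme buffer wells for full effect; values of inactives mirror those of a sister screen read the other way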
mIAP activ = activators of mouse IAP, primary screen, biochemical, luminescence, uHTS; muIAP, CDP-Star luminescence, 30 min; hits give high values; 1 = vehicle-only enzyme signal, 0 = enzyme-free wells; activation factor at 10 µM; 330,000 tested, 0.24% active; AID 2805, 2010;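 active = activation factor of at least 2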; note: the source names both 10 and 20 µM as test concentration; values of inactives mirror those of a sister screen read the other way
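System: Mouse IAP enzyme | Also added: CDP-Star substrate | Dosing: Compounds dispensed in DMSO | Schedule: 30 min enzyme-substrate-compound incubation at room temperature | Technique: Chemiluminescence readout | Control set: DMSO-only wells and no-enzyme negative control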
mIAP inh = inhibitors of mouse IAP, primary screen, biochemical, luminescence, uHTS. inhibition, % at 10 µM. purified mouse IAP, CDP-Star luminescence, 30 min. intestinal alkaline phosphatase [Mus musculus]. 330,000 tested, 0.2% active;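 active = inhibition of at least 40% at 10 µM in the primary screen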;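 note: plate controls were DMSO with enzyme for no effect and no enzyme wells for full effect; values of inactives mirror those of a sister screen read the other way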
MIN6 prolif = inducers of MIN6 beta-cell proliferation, primary screen, ATP luminescence, uHTS; MIN6 cells proliferation, ATPlite luminescence, 48 h; cells starved in 0.2% serum; 100% = growth in 10% serum; proliferation, % at 10 µM; 330,000 tested, 0.29% active; AID 2380, 2010;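 active = compounds whose signal lies at least 3.5 SD above the mean of all wells on their plate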;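 note: 0% = DMSO-treated cells in low-serum medium and 100% = 10% serum control; some compounds called inactive have numbers as strong as hits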
NR3A LBD binder = binders of NR3A ligand-binding domain, primary screen, biophysical, differential scanning fluorimetry, uHTS; Glutamate receptor ionotropic, NMDA 3A (GRIN3A) ligand-binding domain; NR3A LBD differential scanning fluorimetry, Tm shift; 0% = protein alone, 100% = glycine-bound protein; Tm shift relative to glycine control, % at 25 µM; 340,000 tested, 2.5% active; AID 1259313, 2017;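 active = melting temperature shift of at least 10% of the positive control shift, at one fixed dose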
hIAP act = human IAP activators, primary screen, biochemical, luminescence, uHTS. Intestinal-type alkaline phosphatase (Homo sapiens), P09923. purified human IAP, CDP-Star luminescence, 30 min; hits give high values; 1 = vehicle-only enzyme, 0 = enzyme-free background. activation factor at 10 µM. 330,000 tested, 0.16% active. AID 2524, 2010;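 active = activation factor of the enzyme at least 2-fold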; note: the source names both 10 and 20 µM as test concentration; values of inactives mirror those of a sister screen read the other way
An asterisk follows results filed as active; . = no result given; & = joins results of further samples.

Start of the data: the first 2 compounds, ahead of the listing:
SMILES	A3G deaminase	APOBEC3A inh	MPTP block	hIAP inh	mIAP activ	mIAP inh	MIN6 prolif	NR3A LBD binder	hIAP act
COCC(C)n1c(SCc2cc(C(=O)OC)c(C)o2)nc2ccccc2c1=O (centres undefined)	-8.1	-4.2	2.8	0.0	0.86	14.0	-3.2	0.2	1
COC(=O)c1ccc(CSc2nnc(-c3ccncc3)o2)o1	-1.3	1.4	-0.7	-6.8	0.958	4.2	-0.6	-1.5	1.07

The list itself, from the first entry:
SMILES	A3G deaminase	APOBEC3A inh	MPTP block	hIAP inh	mIAP activ	mIAP inh	MIN6 prolif	NR3A LBD binder	hIAP act
COCC(C)n1c(SCc2cc(C(=O)OC)c(C)o2)nc2ccccc2c1=O (centres undefined)	-8.1	-4.2	2.8	0.0	0.86	14.0	-3.2	0.2	1
COC(=O)c1ccc(CSc2nnc(-c3ccncc3)o2)o1	-1.3	1.4	-0.7	-6.8	0.958	4.2	-0.6	-1.5	1.07
CCN1CCN(C(=O)CN2C(=O)COc3ccc(S(=O)(=O)N4CCOCC4)cc32)CC1	-5.8	-2.6	0.5	-12.6	1.01	-1.5	-2.3	-0.1	1.13
O=C(Cc1ccccc1Cl)N1CCOCC1	-2.9	0.1	0.5	13.0	0.963	3.7	-2.0	-3.7	0.87
COc1ccc(-c2csc3ncnc(Oc4cccc5ccc(C)nc45)c23)cc1	-9.3	-3.2	-0.9	5.3	0.926	7.4	-5.7	-6.6	0.947
Cc1nc(SCC(=O)c2c[nH]c3ccccc23)n[nH]1	-5.8	-3.1	-0.7	-4.5	0.965	3.5	-3.5	-17.3	1.04
CCN(Cc1nc2cc(Cl)ccc2c(=O)[nH]1)C(=O)c1ccc(C)c(NC(=O)c2ccco2)c1	-0.3	-2.7	0.7	-17.1	1.02	-2.2	-3.4	-0.2	1.17
O=C(COC(=O)/C=C/c1ccc(C(F)(F)F)cc1)NCC1CCCCC1	-5.8	-2.2	-1.2	14.2	0.957	4.3	-2.2	1.2	0.858
COc1ccccc1C(=O)N1CCN=C1c1ccccc1	-2.7	-4.6	-0.5	-33.1	1.08	-7.9	-1.9	-1.2	1.33
COc1ccc(/C=N/Nc2c(Cl)cc(Cl)cc2Cl)cc1CN1CCOCC1	-0.2	0.1	-0.9	4.6	0.981	1.9	-1.9	-1.3	0.954
COc1ccc(N2CCN(S(=O)(=O)CCNC(=O)COc3ccccc3OC)CC2)cc1	-4.7	-8.2	-0.5	-7.5	0.999	0.1	-0.1	2.2	1.07
CN(Cc1ccccc1)C(=O)C1CCCN(Cc2cccc(Cl)c2)C1 (centres undefined)	-6.2	-1.7	-1.4&0.8	4.7	0.964	3.6	-4.1	-0.4	0.953
CC(CC(=O)O)CC(=O)Nc1cc([N+](=O)[O-])ccc1O (centres undefined)	-5.3	-1.3	-1.1	0.4	0.917	8.3	1.4	-1.0	0.996
COc1cc(C(=O)N2CCN(Cc3ccc4c(c3)OCO4)CC2)cc(OC)c1OC	6.1	0.4	-1.0	-26.3	0.961	3.9	-2.8	-0.2	1.26
Cc1cc([N+](=O)[O-])nn1CCCC(=O)Nc1ccc(Cl)cc1Cl	-1.5	1.5	3.7	-3.0	0.921	7.9	5.0	-0.8	1.03
CCOC(=O)C1=C(c2ccccc2)N(C)C(=O)NC1c1ccc(O)c(OC)c1 (centres undefined)	13.0	3.8	1.0	-3.7	0.968	3.2	-1.7	-2.5	1.04
O=C(COC(=O)CNC(=O)c1ccccc1Cl)NC1CC1	28.0	-1.0	-2.2	6.5	1.03	-2.6	-1.1	-0.2	0.935
CCn1c(SCc2nc(CC(=O)Nc3ccccc3OC)no2)nnc1-c1cccs1	-7.2	-2.1	0.5	-32.8	1.03	-3.2	-0.2	-0.3	1.33
CCc1ccc(Nc2c([N+](=O)[O-])c(=O)oc3ccccc23)cc1	-3.6	1.0	17.2	0.1	0.922	7.8	-1.6	-0.3	0.999
N#C/C(=N\Nc1ccc(Cl)cc1)C(=N)N1CCCCC1	-3.3	-1.4	4.0	16.7	0.928	7.2	2.1	-0.8	0.833
COc1cccc(NC(=O)Cn2c(=O)n(-c3cc(OC)c(OC)c(OC)c3)c(=O)c3ccccc32)c1	-3.0	1.2	-0.8	-3.2	1	0.0	-1.1	-0.9	1.03
CNc1nc2c3ccccc3n(C(C)=O)c2s1	-7.7	-5.4	0.3	9.2	0.864	13.6	2.0	18.2*	0.908
Cc1ccc2[nH]ccc(=O)c2c1	-11.4	-0.8	-1.1	-0.9	0.948	5.2	-0.1	-0.6	1.01
Cc1cc2nnc(SCC(=O)NCc3cccs3)n2c2ccccc12	-0.7	5.2	2.1	-11.2	1.11	-11.1	-2.9	3.3	1.11
COc1ccccc1N1CCN(C2CCCN(Cc3cccc(O)c3)C2)CC1 (centres undefined)	-2.2	-1.2	0.0	-29.0	1.07	-7.4	-2.9	-0.9	1.29
Cc1ccccc1-c1nc(CS(=O)(=O)CC(=O)NCCCN2CC(C)CC(C)C2)c(C)o1 (centres undefined)	-7.0	-4.4	1.9	-27.1	1	-0.2	-2.7	1.2	1.27
COc1cc2c(cc1OC)CN(C(=O)CSc1nc(N)c(C#N)cc1C#N)CC2	-1.9	3.9	-0.4	5.4	1.02	-1.9	-2.5	-1.0	0.946
CCOCCCn1cnc2c3cc(F)ccc3n(C)c2c1=O	-1.4	2.8	1.2	19.0	0.985	1.5	-2.4	0.3	0.81
COC(=O)CCC(=O)N1CCOCCOCCOCC1	-6.8	-2.2	1.6	-8.6	1.02	-2.2	0.3	4.6	1.09
COC(=O)C1Cc2ccccc2CN1C(=O)CCl (centres undefined)	-4.5	-3.1	1.4	-6.7	1.03	-3.4	-5.9	1.0	1.07
CC(C)(C)OCC(O)CN1CCN(C(=O)c2ccccc2)CC1 (centres undefined)	-5.7	-0.2	0.2	2.9	1.03	-3.3	-3.5	0.7	0.971
Cc1ccc(CNC(=O)CCOc2ccc(C(C)(C)C)cc2)cc1	-4.1	8.7	0.7	11.3	0.964	3.6	-3.0	2.9	0.887
O=C(NN=Cc1ccc(O)cc1)c1ccccc1NS(=O)(=O)c1cccs1	-3.5	-0.8	1.1	-8.1	1.03	-3.3	-1.0	1.2	1.08
COc1cc2c(cc1OC)C(CSc1ccccc1C(=O)O)=NC(C)(C)C2	4.2	6.2	0.7	-7.0	0.966	3.4	1.6	0.6	1.07
CCN1C(=O)[C@H]2[C@@H](c3ccc(C)cc3)N3C(=O)N(c4ccc(OC)cc4)C(=O)[C@@]3(C)[C@H]2C1=O	-11.8	-2.8	-0.7	-4.7	1.09	-8.7	3.2	0.2	1.05
O=C(COC(=O)C12CC3CC(CC(O)(C3)C1)C2)Nc1ccc(Cl)c(S(=O)(=O)N2CCOCC2)c1	-2.0	-2.9	-2.0	4.4	0.945	5.5	-1.6	-0.3	0.956
COC(=O)c1c(C)[nH]c(C(=O)OC(C)C(=O)N2CCOCC2)c1C (centres undefined)	-11.5	-2.0	-1.9	24.7	0.973	2.7	-3.0	1.1	0.753
CC1=[N+]([O-])C(N2CCOCC2)C(O)(c2ccccc2)C1 (centres undefined)	-0.1	-0.2	-2.2	1.4	0.996	0.4	-2.6	-2.0	0.986
CC(C)NS(=O)(=O)c1ccc(OCC(=O)Nc2ccc3c(c2)OCCO3)cc1	-0.2	-2.4	1.6	8.6	1.1	-10.0	-1.6	-1.1	0.914
CCCCNS(=O)(=O)c1ccc(S(=O)(=O)n2cnc3ccccc32)cc1	-7.0	-2.6	0.7	-1.2	0.912	8.8	-1.9	-0.1	1.01
N#Cc1ccc(-c2ccc(F)cc2)nc1Oc1ccc(Cl)c(Cl)c1	8.2	-5.1	3.3	2.5	0.985	1.5	-6.0	-2.1	0.975
O=[N+]([O-])c1cc(-n2cccc2)ccc1N1CCOCC1	1.8	4.6	0.9	12.8	0.952	4.8	-1.4	2.2	0.872
CC(=O)OC[C@]12CC[C@H]3[C@@](C)(CC[C@H]4C(C)(C)CCC[C@]34C)[C@@H]1C[C@@H](C1=CC(=O)O[C@@H]1OC(C)=O)O2	-0.8	-0.8	.	-8.3	0.952	4.8	-6.2	.	1.08
COc1ccccc1OCC(=O)N(Cc1nc(-c2ccc(Cl)cc2)no1)C(C)C	-5.3	-0.8	-1.4	-0.3	0.909	9.1	-3.3	-1.8	1
CCCC(=O)N1CCCC(c2nc(-c3cccc(OC)c3)no2)C1 (centres undefined)	-7.6	-2.2	0.6	-12.5	0.908	9.2	-2.3	1.3	1.12
O=[N+]([O-])C1=CC=C2C(=NC3(CCCCC3)N2O)C1=NCCO	-0.4	1.7	2.5	-3.1	0.977	2.3	0.8	0.5	1.03
CC(=O)Nc1ccc(NC(=O)C(C)OC(=O)/C=C/c2cccs2)cc1 (centres undefined)	-5.1	3.2	0.5	-10.2	1.05	-4.7	-0.6	-0.9	1.1
COc1cc(/C=C/C(=O)NC(C)CCc2ccccc2)cc(OC)c1OC (centres undefined)	-2.7	0.0	-0.3	-1.1	1.04	-4.0	0.0	4.4	1.01
O=C(COC(=O)c1cccnc1Cl)Nc1cccc(S(=O)(=O)N2CCCCC2)c1	-1.0	5.0	-1.0	-3.5	0.986	1.4	-0.7	-1.0	1.03
O=C(CN1C(=O)NC2(CCCC2)C1=O)OCC(=O)c1cccc(Cl)c1	-5.6	-2.6	1.5	-7.5	0.965	3.5	1.8	4.4	1.07
COC(=O)C(Cc1cnc[nH]1)NC(=O)C1CCC(=O)N1 (centres undefined)	-6.7	0.0	-2.3	0.3	1.09	-9.4	2.5	0.6	0.997
C[C@@H](CN1C2=NC[C@H](Cc3ccc(O)cc3)N2C[C@H]1Cc1ccc(O)cc1)NC(=O)CCC1CCCCC1	-12.4	-2.0	-1.7	12.2	1.11	-10.9	1.4	2.6	0.878
CC(=O)Nc1ccc(S(=O)(=O)N(Cc2ccccc2)c2ccccc2)cc1	-4.0	-1.9	-0.4	0.0	0.987	1.3	-3.7	-8.8	1
Cc1ccc(NS(=O)(=O)c2c(C)[nH]c(=O)[nH]c2=O)cc1C	-1.5	0.5	-0.6	10.5	1.08	-8.0	0.0	1.5	0.895
CCOc1nc(-c2ccc(C)cc2)ccc1-c1noc(COC)n1	-2.6	-1.8	1.3	4.5	0.96	4.0	-2.0	2.6	0.955
Cc1cccc(NC(=O)CCS(=O)(=O)c2cccc3nonc23)c1C	-7.0	-3.9	-0.8	-5.0	1.08	-8.4	0.8	-2.8	1.05
O=C(O)CN1C(=O)CSc2ccccc21	-3.5	-1.7	-0.5	8.6	0.942	5.8	-4.7	-1.7	0.914
